GLP1R inv ag: inverse agonists of human GLP-1 receptor; Potency, µM (doses to about 38.3 µM), for the others: at the top dose activity change, negative = inhibition, hits mostly inhibitors; 1.6% of 410,000 active; HEK293 GLP-1R CRE-luciferase, luminescence, 24 h; GLP-1R form is constitutively active; note: potency is the fitted concentration of half-maximal effect; % is set by controls: 0 for no effect and ±100 for the full control effect; nearly all actives have a fitted effect of over 55% in size
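qHTS in 1536-well format: reporter HEK293 cells expressing constitutive GLP-1R activity in DMEM + 10% Nu serum, 24 hr with compounds at 37 deg C, luminescence read after 12 min with detection reagent.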
WRN inhibitor: WRN helicase (human) inhibition. Q14191. WRN helicase unwinding, fluorescent forked duplex, kinetic. Potency, µM (titrated, usually from 114 µM), for the others: top-dose activity change, negative = inhibition, most hits filed as inhibitors. 0.46% of 360,000 active. AID 651768; note: potency is the fitted concentration of half-maximal effect; % is set by controls: 0 for no effect and ±100 for the full control effect; nearly all actives have a fitted effect of over 55% in size
Target sequence (Q14191 whole entry, looked up): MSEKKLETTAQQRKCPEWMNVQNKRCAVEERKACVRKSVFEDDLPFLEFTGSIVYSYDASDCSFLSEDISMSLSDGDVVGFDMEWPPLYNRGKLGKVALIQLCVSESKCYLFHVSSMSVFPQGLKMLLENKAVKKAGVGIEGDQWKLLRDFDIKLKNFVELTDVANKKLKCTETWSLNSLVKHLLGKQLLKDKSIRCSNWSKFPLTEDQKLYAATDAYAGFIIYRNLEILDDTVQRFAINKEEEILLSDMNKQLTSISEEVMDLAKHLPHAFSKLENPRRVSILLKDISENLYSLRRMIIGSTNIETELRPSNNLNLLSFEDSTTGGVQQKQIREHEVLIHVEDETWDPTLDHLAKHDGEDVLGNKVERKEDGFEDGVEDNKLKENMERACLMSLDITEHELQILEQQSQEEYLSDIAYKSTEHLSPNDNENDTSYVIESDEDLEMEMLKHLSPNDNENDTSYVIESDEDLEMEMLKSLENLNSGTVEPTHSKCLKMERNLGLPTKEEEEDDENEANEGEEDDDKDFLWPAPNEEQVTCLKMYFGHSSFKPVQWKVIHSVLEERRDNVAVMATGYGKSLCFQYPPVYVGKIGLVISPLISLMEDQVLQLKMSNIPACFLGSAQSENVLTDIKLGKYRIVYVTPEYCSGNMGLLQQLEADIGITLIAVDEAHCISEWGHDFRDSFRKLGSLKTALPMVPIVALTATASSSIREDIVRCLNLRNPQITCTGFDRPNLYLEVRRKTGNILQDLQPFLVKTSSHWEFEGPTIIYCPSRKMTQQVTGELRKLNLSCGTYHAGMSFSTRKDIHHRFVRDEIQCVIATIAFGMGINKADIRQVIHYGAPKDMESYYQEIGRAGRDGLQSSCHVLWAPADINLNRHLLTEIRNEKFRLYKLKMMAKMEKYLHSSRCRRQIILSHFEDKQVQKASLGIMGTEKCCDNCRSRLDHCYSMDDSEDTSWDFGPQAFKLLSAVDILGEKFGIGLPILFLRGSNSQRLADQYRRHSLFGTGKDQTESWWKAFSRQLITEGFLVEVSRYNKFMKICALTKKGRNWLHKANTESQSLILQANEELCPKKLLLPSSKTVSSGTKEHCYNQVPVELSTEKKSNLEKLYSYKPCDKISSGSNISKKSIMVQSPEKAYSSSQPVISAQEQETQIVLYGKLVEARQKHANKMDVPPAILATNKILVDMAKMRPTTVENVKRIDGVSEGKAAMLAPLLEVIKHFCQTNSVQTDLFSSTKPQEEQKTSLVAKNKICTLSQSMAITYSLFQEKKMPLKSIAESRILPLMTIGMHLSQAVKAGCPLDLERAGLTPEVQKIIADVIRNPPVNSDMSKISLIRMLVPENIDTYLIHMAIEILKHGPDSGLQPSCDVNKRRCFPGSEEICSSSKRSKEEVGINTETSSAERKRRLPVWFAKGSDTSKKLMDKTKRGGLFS
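Enzyme (20 nM final) and test compound sit together 15 min at room temperature before substrate addition. Substrate is a single-forked duplex oligonucleotide (100 nM) labelled with fluorophore and quencher, with 2 mM ATP; helicase unwinding raises red fluorescence, read kinetically.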
IL-2 act: IL-2 activation; IL-2 activation reporter assay, cell-based qHTS; stimulated with anti-CD3/CD4/CD28 beads; in transgenic mouse T cells; activation, % (series mostly up to about 46 µM); 0.065% of 360,000 active; AID 652025; in the data active = activation above about 50%; inconclusive = mostly about 30% to 49%; note: 0% is about no effect
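Unstimulated transgenic mouse T cells, 750 per well, received compound and, after 60 minutes, anti-CD3/anti-CD4 bead plus anti-CD28 stimulation. EGFP and DsRed were quantified after 18 hours.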
D3 antag: blocks the human D3 dopamine receptor. D3R cells, DiscoveRx beta-arrestin luminescence, antagonist mode; stronger effect = lower value. 2.5% of 360,000 active. P35462. max response, negative = inhibition, %. AID 652054; in the data active = max response below about -50%; inconclusive = no clear call, values can overlap the other calls; note: % is set by controls: 0 for no effect and ±100 for the full control effect; mostly tested at two doses, the higher about 12 µM
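Cells expressing the human receptor were seeded at 1500 cells/well, incubated overnight at 37 degrees C in 5% CO2, then exposed to library compounds with dopamine controls for 90 minutes at 37 degrees C before luminescent detection.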
HEK293 tox: cytotoxicity counter-screen for GLP-1 receptor inverse agonists; HEK293 cAMP-luciferase reporter cells, luminescence, 24 h; 0.13% of 410,000 active; Potency, µM (highest dose often 38.3 µM), without a hit: top-dose activity change, negative = inhibition, hits mostly inhibitors;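 note: loss of luciferase light is scored as toxicity; potency is the fitted concentration of half-maximal effect; % is set by controls: 0 for no effect and ±100 for the full control effect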
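Compound-treated cells are incubated 24 hr at 37 deg C under 5% CO2 after a 12 hour attachment period, then luciferase detection reagent is added and luminescence is measured following 12 min at room temperature; lowered signal indicates toxicity.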
DRD3 agonist: D3 dopamine receptor (human) agonism; D3R DiscoveRx beta-arrestin cells, luminescence, 90 min; 0.58% of 410,000 active; max activation, %; in the data active = max activation above about 30%; note: 0% is about no effect; mostly tested at two doses, the higher about 12 µM
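Agonist mode: compounds and dopamine controls were applied to plated cells for 90 min at 37 degrees C after an overnight attachment at 1500 cells/well. Luminescent read-out followed 30 - 60 minutes at room temperature with DiscoveRx detection reagent.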
PI5P4Ka inh: blocks human PI5P4K alpha kinase activity | AID 652105 | P48426 | max response, % | 1.2% of 330,000 active | PI5P4Kalpha enzyme, ADP-Glo luminescence, 60 min; stronger effect = lower value; active = max response of -50% or lower; inconclusive = between -30% and -50%; inactive = -30% or higher; note: value at the top dose of about 77 µM; % is set by controls: 0 for no effect and ±100 for the full control effect
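Quantitative HTS of the MLSMR library against PI5P4Kalpha with substrate. ATP added last at 5 microM final; room temperature, 60 minutes. Remaining ATP depleted, ADP converted and read as luminescence.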
GLP-1R agonist: agonists of human GLP-1 receptor; Potency, µM (highest dose often 45.6 µM), inactives show at the top dose activation, actives largely listed as activators; P43220; HEK293 GLP-1R CRE-luciferase, luminescence, 4-6 h; cells express a hypersensitive GLP-1R form; 0.007% of 380,000 active; note: potency is the fitted concentration of half-maximal effect; % of control where 0% means no effect
PLK1 PBD inh: blocks phosphopeptide binding to human PLK1 polo-box domain | P53350 | Plk1 PBD binding of FITC phosphopeptide, fluorescence polarization | Potency, µM, for inactives: max response, negative = inhibition, usual class: inhibitors | 2.8% of 360,000 active; note: potency is the fitted concentration of half-maximal effect; series mostly up to about 57 µM; % is set by controls: 0 for no effect and ±100 for the full control effect; nearly all actives have a fitted effect of over 65% in size
* marks the source's active call; other numbers are inactive results; ? = inconclusive; nt = no result given; [ ] = dose if it differs, or a comment. Unless noted, calls come from the whole dose curve; as a rule, active = well fitted curve in the direction sought with a large enough effect; inconclusive = small, poorly fitted or top-dose-only effect, or another doubt; inactive = no such curve, though single readings can be large; an effect the other way counts as inactive or inconclusive. The order is random (roughly 7.8% active in at least one column).

SMILES	GLP1R inv ag	WRN inhibitor	IL-2 act	D3 antag	HEK293 tox	DRD3 agonist	PI5P4Ka inh	GLP-1R agonist	PLK1 PBD inh
CC(NS(C)(=O)=O)C(c1cccs1)N1CCN(c2ccc(F)cc2)CC1 (centres undefined)	0%	7%	-0.7	?	-5%	2	nt	-7%	-6%
CCOC(=O)[C@]12CCC=C1N(CCC1=CCCCC1)C(=O)[C@H](CC(=O)NCCCN1CCCC1=O)C2	30%	5%	0.2	0	7%	4	6	7%	-8%
Cc1ccc(NS(=O)(=O)c2cc3c(cc2C)NC(=O)CO3)cc1	-20%	2%	-2.4	0	-25%	-9	2	8%	-5%
CCN(CC)S(=O)(=O)c1cc(NC(=O)CSc2nnc(-c3cccs3)o2)ccc1C	23%	-7%	-1.2	0	25%	1	2	0%	-8%
O=C1C2C3C=CC(C3)C2C(=O)N1c1ccc2c(c1)CCC2 (centres undefined)	-22%	-2%	-0.4	-9	-8%	2	-4	0%	-4%
COc1ccc(-c2c(-c3cc(OC)cc(OC)c3)n(C)c3ccc(-c4ccc(N(C)C)nc4)cc23)cc1	3%	-2%	-2.8	7	-32%	-3	11	0%	5%
Cc1cccc(NC(=S)N(CCN(C)C)Cc2cc3cc(C)ccc3[nH]c2=O)c1	?	8%	-0.6	-5	1%	-7	-4	11%	-5%
O=C(CN1C(=O)NC2(CCCc3ccccc32)C1=O)N1CCN(c2cccc(C(F)(F)F)c2)CC1 (centres undefined)	-15%	8%	-0.3	4	5%	14	-3	0%	-5%
CC(C)(C)NC(=O)C(c1ccncc1)N(Cc1ccc(F)cc1)C(=O)c1ccc(-c2ccccc2)[nH]1 (centres undefined)	?	-20%	1.5	-14	-1%	-23	-2	2%	-9%
O=C(O)c1c(-c2ccc(Cl)cc2)cn2ccccc12	6%	7%	1.3	10	2%	4	-3	-2%	-7%
Cc1ccc(C)c(NC(=S)N(Cc2ccc(Cl)cc2)Cc2ccc(C(=O)O)cc2)c1	?	-10%	0.6	-6	1%	-8	5	-3%	-23%
CCC1(C2=CCCCC2)C(=O)NC(=O)N=C1N (centres undefined)	1%	14%	0.6	6	-11%	1	5	7%	-5%
O=C(NC1CCCCC1)c1ccc(N2CCOCC2)c([N+](=O)[O-])c1	18%	-3%	1.3	-15	-18%	-11	3	-4%	-1%
Cc1cccc(-n2c(C)cc(/C=N/NC(=O)c3ccc(CN4CCOCC4)cc3)c2C)c1	-6%	5%	-4.0	1	-9%	1	nt	5%	1%
C[C@H](NC(=O)Cc1ccccc1)C(=O)N1CCC2(CC1)NCCc1[nH]cnc12	12%	-6%	-5.6	-3	-4%	3	2	-1%	27µM*
CCOC(=O)C1(Cc2ccc(OC)cc2)CCN(C(=O)C2=CCCC2)CC1	?	10%	-2.0	2	-6%	8	-94*	24%	5%
CCOc1ccccc1NC(=O)c1oc2ccccc2c1NC(=O)C1CC1	9%	-3%	0.6	12	-14%	11	3	-8%	2%
CCCCc1c(O)nc(SCC(=O)N2CCOCC2)n(-c2ccccc2C)c1=O	0%	5%	-3.7	4	-14%	-6	-3	-9%	-10%
Cc1nnc(N2CCOCC2)c2nn(-c3cccc(Cl)c3)c(C)c12	42%[activator]	-4%	9.6	12	-3%	6	5	17%	34%[activator]
COC(=O)C1CCN(C(=O)c2ccc3nccnc3c2)CC1	21%	1%	-0.1	-3	-6%	-6	-1	3%	-10%
O=C(NCc1ccco1)c1ccc(Cl)c(S(=O)(=O)N2CCCC2)c1	1%	-16%	1.3	-13	4%	-6	-21	-3%	-9%
COc1ccc2nc(NC(=O)C3CC(=O)N(c4ccc5c(c4)OCCO5)C3)sc2c1 (centres undefined)	?	-18%	-2.3	-21	10%	-6	-22	6%	-11%
COC(=O)N(C)c1nc2ccccc2s1	57%[activator]	-10%	0.5	-22	0%	-3	0	19%	1%
O=C(COC(=O)c1ccc2c(c1)OCCO2)Nc1ccc(F)cc1	-12%	-9%	0.6	-16	-4%	0	2	2%	-2%
COc1ccc(N2C(=O)CC(Cc3ccc(Br)cc3)C2=O)cc1 (centres undefined)	-10%	3%	-0.1	29	-13%	8	-2	-3%	-2%
O=C(NC(=S)Nc1ccc2ncccc2c1)c1ccccc1	7%[7.66 µM]	-19%	-0.3	11	-1%[7.66 µM]	0	2	8%	0%
Cc1cc(C(=O)OCC(=O)Nc2ccccc2Cl)c(C)o1	1%	11%	-7.0	19	-8%	2	-3	28%	3%
CN(C)c1ccc(CN(C(=O)/C=C/c2ccccc2Cl)C2CCS(=O)(=O)C2)cc1 (centres undefined)	2%	-2%	-0.2	36	-27%	3	7	13%	-9%
CCN(C[C@H]1N[C@@](CC)(C(=O)OC)[C@H]2C(=O)N(C)C(=O)[C@@H]12)S(=O)(=O)c1ccc(OC(F)(F)F)cc1	18%	3%	-0.1	87	-1%	-24	6	1%	-16%
O=C1c2ccsc2SCCN1Cc1cccc(Cl)c1	13µM*	-9%	2.1	-25	-13%	-17	-9	5%	-7%
Cc1ccc(-n2c(Cc3cccs3)nnc2SCC(=O)OC(C)C)cc1	-1%	-5%	-0.3	-23	-22%	8	-1	-11%	-3%
O=C1NC(c2ccc(-c3ccccc3[N+](=O)[O-])o2)C(C(=O)c2ccc(Cl)cc2)C(O)(C(F)(F)F)N1 (centres undefined)	?	-25%	-0.4	-10	-22%	4	-1	12%	-5%
Cc1cc(C2CC(=O)Nc3ccccc3S2)c(C)s1 (centres undefined)	-11%	-1%	0.2	7	5%	-4	3	16%	0%
O=c1ccc(NS(=O)(=O)c2ccccc2Cl)cn1Cc1ccc(Cl)c(Cl)c1	-2%	2%	-1.9	6	4%	-1	-5	-5%	-6%
Nc1nc(SCC(=O)Nc2cc(-c3ccccc3)nn2-c2ccccc2)n[nH]1	17%	-7%	-0.1	4	-9%	-4	nt	7%	-1%
O=C(NC1(C(F)(F)F)NC(=O)N(c2ccc(F)c(Cl)c2)C1=O)c1ccncc1 (centres undefined)	0%	2%	27	26	-29%	-2	nt	-1%	-6%
CC(C)(C)C(=O)Nc1ccc(S(=O)(=O)Nc2nccs2)cc1	4%	-13%[57.1 µM]	-1.0	-19	0%	-3	3	-4%	-6%
C[C@H]1CCC[C@]2(O[C@@H](CCO)C[C@H](O)[C@H]2O)O1	3%	2%	0.2	15	0%	-4	1	-4%	-5%
CCN(C[C@H]1N[C@@](CC)(C(=O)OC)[C@H]2C(=O)N(Cc3ccccc3)C(=O)[C@@H]12)S(=O)(=O)c1ccc(OC(F)(F)F)cc1	?	5%	-0.3	25	6%	22	1	-1%	-9%
C#CCOCCOCCOCCNc1nc(N2CCN(C(=O)[C@H]([C@@H](C)CC)n3cc([C@@H](N)CO)nn3)CC2)nc(N2CCN(C(=O)[C@H](CCCCN)n3cc([C@@H](N)CC(C)C)nn3)CC2)n1	5%	-3%	-3.4	-2	7%	-14	0	-3%	-15%
O=C(CSc1nnc(C2COc3ccccc3O2)o1)N1CCCc2ccccc21 (centres undefined)	?	-12%	-0.3	9	-10%	-11	9	-1%	-13%
CN1C(=O)C(CC(=O)Nc2ccc3c(c2)Cc2ccccc2-3)N(C)C1=O (centres undefined)	-38%	-30%	3.2	10	-3%	-8	5	9%	-7%
CCc1nc(NCC2CCCO2)c(C#N)c2c1COC(C)(C)C2 (centres undefined)	?	-2%	0.4	20	-6%	8	-2	7%	-2%
CC(=O)Nc1cccc(NC(=O)CSc2nc(=O)n3cccc(C)c3n2)c1	41%[activator]	2%	-0.3	-6	-9%	0	2	15%	-7%
COc1cccc(-c2nc(CS(=O)(=O)CC(=O)N3CCN(C4CCCCC4)CC3)c(C)o2)c1	-9%	1%	-4.7	0	-1%	-6	5	2%	-14%
COc1ccc(/C=N/NC2=NS(=O)(=O)c3ccccc32)cc1	18%	-7%	2.3	-12	-6%	-6	-10	-1%	-1%
CC(=O)c1cn(CC(=O)Nc2ccccc2Cl)c2ccccc12	-2%	-5%	-0.7	7	5%	0	2	1%	-15%
O=C(O)C(F)(F)S(=O)(=O)O	-7%	9%	-0.8	-22	0%	-1	0	-11%	-5%
Cc1sc(NC(=O)CN(Cc2ccc(F)cc2)C(=O)C(C)C)c(C(N)=O)c1C	-20%	-9%	1.7	6	-17%	5	nt	8%	5%
CCOC(=O)CN(Cc1sccc1C)C(=O)Nc1cccc(OC)c1	0%	2%	-0.2	0	-8%	-4	-7	2%	-7%
COc1ccc(S(=O)(=O)N(CC(=O)NC2CC3CCC2C3)c2ccccc2OC)cc1 (centres undefined)	-30%	4%	-2.3	1	-6%	-8	4	8%	27µM*
Cc1ccccc1C(=O)N/N=C/c1cccc2ccccc12	?	6%	-0.7	-4	2%	-1	1	9%	3%
O=C(c1ccc(N2C(=O)c3ccccc3C2=O)cc1)N1CCN(S(=O)(=O)c2ccccc2F)CC1	-3%	-1%	-0.4	0	1%	5	1	-7%	7%
CC(C)(c1cc(Cl)c(O)c(CN2CCOCC2)c1)c1cc(Cl)c(O)c(CN2CCOCC2)c1	4%	2%	0.0	-25	-1%	-7	-2	2%	4%
Cc1c(O)ccc(C(=O)CN2C(=O)c3ccccc3C2=O)c1O	0%	2%	0.2	11	-2%	-2	nt	-7%	-5%
O=C(COc1ccccc1)NCCSCc1ccccc1Cl	-9%	-5%	-0.4	7	-4%	8	7	6%	-6%
COCCN(C(=S)Nc1cc(C)cc(C)c1)C(C)c1ccco1 (centres undefined)	?	-3%	-0.8	-3	-13%	1	1	5%	-12%
CCc1ccc(NC(=O)Cn2c(=O)ccc3cc(S(=O)(=O)N4CCCC4)ccc32)cc1	-6%	nt	nt	nt	-1%	-10	nt	-4%	nt
CCN(CC)S(=O)(=O)c1cccc(C(=O)NNC(=O)C2=NN(c3ccccc3)C(=O)CC2)c1	6%	-9%	-3.7	11	-5%	1	-1	-1%	-4%

Screening data deposited in PubChem by National Center for Advancing Translational Sciences (NCATS).
